FLuc inh – Photinus pyralis luciferase inhibition | P08659 | purified P. pyralis luciferase, luminescence, biochemical | Potency, µM (doses to about 115 µM), inactives show at the highest dose activity change, negative = inhibition, actives largely listed as inhibitors | 2.5% of 76,000 active | AID 1347043; note: potency is the fitted concentration of half-maximal effect; nearly all actives have a fitted effect of over 65% in size
Target sequence (P08659 whole entry, looked up): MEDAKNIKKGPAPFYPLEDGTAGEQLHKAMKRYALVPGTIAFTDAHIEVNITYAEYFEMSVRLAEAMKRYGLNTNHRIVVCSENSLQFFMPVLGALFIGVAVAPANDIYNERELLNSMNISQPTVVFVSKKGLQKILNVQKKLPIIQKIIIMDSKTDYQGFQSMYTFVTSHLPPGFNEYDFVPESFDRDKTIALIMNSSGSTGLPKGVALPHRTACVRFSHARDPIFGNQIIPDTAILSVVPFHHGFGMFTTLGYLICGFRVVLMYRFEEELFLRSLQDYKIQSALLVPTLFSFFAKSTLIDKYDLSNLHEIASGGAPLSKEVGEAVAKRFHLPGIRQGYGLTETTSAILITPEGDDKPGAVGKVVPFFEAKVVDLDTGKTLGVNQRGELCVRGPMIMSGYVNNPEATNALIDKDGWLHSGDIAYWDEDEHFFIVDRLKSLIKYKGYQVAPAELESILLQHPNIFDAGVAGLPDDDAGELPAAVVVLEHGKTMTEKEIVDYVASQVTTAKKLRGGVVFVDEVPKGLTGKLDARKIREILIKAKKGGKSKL
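Luminescence read by CCD imaging after purified firefly luciferase (10nM final) was added to substrate buffer holding 10uM D-luciferin and 10uM ATP, pH 7.5, pre-dosed with compound.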
HEK cytotox – cytotoxic compounds in HEK 293 cells; HEK 293 viability, ATP luminescence (CellTiter-Glo), 48-72 h; Potency, µM (doses to about 115 µM), inactives show at the top dose activity change, negative = cytotoxicity, usual class: inhibitors; 6.6% of 94,000 active; AID 1345083; note: potency is the fitted concentration of half-maximal effect; nearly all actives have a fitted effect of over 60% in size
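250 HEK 293 cells/well; compound by pintool; incubated 48 or 72 hr at 37 degree Celsius; CellTiter-Glo added, 10 min RT, luminescence imaged.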
SNCA expr inhib – inhibitors of alpha-synuclein (SNCA) gene expression | Potency, µM (top dose mostly 57.2 µM), without a hit: at the top dose activity change, negative = inhibition, most hits filed as inhibitors | AID 1671194 | 0.17% of 140,000 active | HEK-293 SNCA-luciferase knock-in, luminescence, 24 h;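 note: potency is the fitted concentration of half-maximal effect; plate controls were DMSO cells for no effect and cell-free wells for full effect; nearly all actives have a fitted effect of over 45% in size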
IP6K1 inh – inhibitors of human IP6K1; activity change, % (series mostly up to about 58 µM); IP6K1 kinase, ADP-Glo luminescence, 2 h; active compounds read low; 0.81% of 140,000 active; AID 1645851; Q92551; in the data active = activity change below about -25%
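ADP-Glo luminescence measures ADP made by human IP6K1 during a 2 h RT reaction with ATP/IP6 (mix at 1.3 mM/130 uM); top library doses 57.5 and 19.1 uM final.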
GPT2 inh – blocks human glutamate pyruvate transaminase 2; 0.25% of 100,000 active; Potency, µM (titrated, usually from 57.7 µM), without a hit: at the highest dose activity change, negative = inhibition, actives largely listed as inhibitors; Recombinant GPT2, coupled pyruvate oxidase/HRP Amplex Red fluorescence; Q8TD30; AID 1671188; note: potency is the fitted concentration of half-maximal effect; nearly all actives have a fitted effect of over 60% in size; many of its hits are not listed in these tables
Target sequence (Q8TD30 whole entry, looked up): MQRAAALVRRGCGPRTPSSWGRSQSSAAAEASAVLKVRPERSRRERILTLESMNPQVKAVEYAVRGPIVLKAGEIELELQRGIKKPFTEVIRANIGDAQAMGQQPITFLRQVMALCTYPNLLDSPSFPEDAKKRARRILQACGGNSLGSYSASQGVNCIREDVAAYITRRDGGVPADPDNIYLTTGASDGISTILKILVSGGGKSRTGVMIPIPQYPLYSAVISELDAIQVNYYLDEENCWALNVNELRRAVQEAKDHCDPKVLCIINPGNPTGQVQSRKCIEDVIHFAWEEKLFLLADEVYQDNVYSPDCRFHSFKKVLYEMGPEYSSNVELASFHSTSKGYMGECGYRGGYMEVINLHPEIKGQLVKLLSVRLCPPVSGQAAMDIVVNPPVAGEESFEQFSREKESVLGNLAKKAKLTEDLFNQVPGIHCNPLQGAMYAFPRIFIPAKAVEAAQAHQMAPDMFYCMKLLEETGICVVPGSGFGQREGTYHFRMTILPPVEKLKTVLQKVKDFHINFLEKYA
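Fluorescence read-out: pyruvate from GPT2 turnover coupled to pyruvate oxidase, HRP and Amplex Red (0.2mM ThPP, 0.2U/mL PO and HRP, 50uM Amplex final). Substrates 250uM a-KG, 2mM L-alanine; enzyme 10ng/uL; 30 min RT.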
SNCA viab count – counter-screen for SNCA expression inhibitors: cell viability. HEK-293-SNCA-luc viability, GF-AFC fluorescence, 24 h. Potency, µM (titrated, usually from 57.1 µM), for the others: at the highest dose activity change, negative = cytotoxicity, usual class: cytotoxic. 0.12% of 150,000 active. AID 1671193;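 note: potency is the fitted concentration of half-maximal effect; 0% = DMSO-treated cells and -100% = medium-only wells without cells; nearly all actives have a fitted effect of over 30% in size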
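HEK-293-SNCA-luc cells (1500/well) plated 24 h, then exposed 24 h to a dilution series; GF-AFC added 30 min at 37C, fluorescence 405/540 nm; normalised to medium-only and DMSO wells, Hill fit.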
3T3 cytotox – kills NIH 3T3 cells. NIH 3T3 viability, CellTiter-Glo ATP luminescence, 48-72 h. Potency, µM (highest dose often 96.7 µM), without a hit: at the top dose activity change, negative = cytotoxicity, hits mostly inhibitors. 4.3% of 94,000 active. AID 1345082; note: potency is the fitted concentration of half-maximal effect; nearly all actives have a fitted effect of over 55% in size
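ATP-dependent luminescence (CellTiter-Glo) served as the viability signal for NIH 3T3 cells treated with compound for 48 or 72 hr at 37 °C.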
* marks the source's active call; other numbers are inactive results; i = inactive; ? = inconclusive; . = not tested or not shown; & = joins results of further samples; [ ] = dose if it differs, or a comment. Unless noted, calls come from the whole dose curve; as a rule, active = well fitted curve in the direction sought with a large enough effect; inconclusive = small, poorly fitted or top-dose-only effect, or another doubt; inactive = no such curve, though single readings can be large; an effect the other way counts as inactive or inconclusive. Unless noted, % is set by controls: 0 for no effect and ±100 for the full control effect.

SMILES	FLuc inh	HEK cytotox	SNCA expr inhib	IP6K1 inh	GPT2 inh	SNCA viab count	3T3 cytotox
CCc1nnc2c3ccccc3nc(N3CCN(c4cc(C)ccc4C)CC3)n12	.	.	67%[activator]	18	.	6%	.
Cc1ccn2c(Nc3c(C)cccc3C)c(-c3ccc(Cl)s3)nc2c1	.	.	20%	-10	.	4%	.
CCOc1c(Br)cc(C2C=C(C(=O)O)Nc3ncnn32)cc1OC (stereo not drawn)	.	.	4%	11	.	7%	.
CCOC(=O)c1ccc(NC(=O)c2cnc(N3CCCC3)nc2C)cc1	.	.	18%	13	.	3%	.
c1cc(-c2nc3c(c(NCCCn4ccnc4)n2)CCNCC3)ccn1	-7%	i	-7%	11	-11%	7%	2%
COc1cc(OC)cc(-c2onc(C)c2C(=O)NCCCOC(C)C)c1	-6%	-20%	2%	4	i	12%	?
FC(F)(F)c1ccc2c(c1)nc1n2[C@@H](CNCc2cccnc2)COC1	-4%[172 µM]	-16%[172 µM]	-8%[87.6 µM]	-8	-8%[88.5 µM]	2%[87.6 µM]	-10%[138 µM]
COc1ccccc1N1CCN(CCCCNC(=O)c2ccc3ccccc3c2)CC1	.	.	-18%	.	3%	4%	.
CN1CCN(Cc2c(O)ccc3cc(-c4ccc(Cl)cc4)c(=O)oc23)CC1	.	.	18%	-1	.	?	.
CC(C)N1CC2(C1)C(=O)N(Cc1cccc(Cl)c1)C(=O)[C@@H]1C[C@@H](O)CN12	1%[172 µM]	-3%[172 µM]	19%[87.6 µM]	14	5%[88.5 µM]	5%[87.6 µM]	-4%[174 µM]
Cc1ccc(C(=O)N2CCCC2C(=O)N2CCCC2c2nc3ccncc3[nH]2)cc1 (stereo not drawn)	.	i	-20%	-10	i	-4%	?
COCCN1CCOC[C@H]2CCN(C(=O)C3CCC3)C[C@H]21	8%	22%	23%	5	-10%	0%	i
COc1ccccc1-n1c(=O)c2c3c(sc2n(Cc2ccccc2F)c1=O)CN(C(C)=O)CC3	.	.	17%	18	.	?	.
CN1C(=O)C2(CCN(C(=O)Cc3ccccc3Cl)C2)c2ccccc21 (stereo not drawn)	-6%	?	?	22	i	-7%	-5%
COCCOC1CCOC2(CCN(C(=O)c3ccco3)CC2)C1 (stereo not drawn)	-12%	8%	7%	-5	i	-3%[12.5 µM]	-12%
Cc1ccc(C)c(Cn2c(=O)cc(C)c3c(C)nn(-c4cccc(F)c4)c32)c1	.	.	27%	22	.	1%	.
COc1ccc(-c2cnc([C@@H]3COCCN3Cc3cccc(C#N)c3)[nH]2)cc1	6%[172 µM]	?	6%[87.6 µM]	-8	-11%[88.5 µM]	-3%[87.6 µM]	-18%[138 µM]
COc1cc(OC)cc(-c2nc3n(n2)C(c2ccccc2)C(C(N)=O)=C(C)N3)c1 (stereo not drawn)	.	.	50%[activator]	-5	.	-3%	.
COc1ccc(C(=O)N2CCN(C(=O)c3cccc(-c4ccccn4)c3)CC2)cc1	.	?	-7%	-11	4%	2%[12.5 µM]	-19%
COc1ccc(Nc2c3c(nc4ccc(NC(=O)/C=C/c5cc(OC)c(OC)c(OC)c5)cc24)CCCC3)cc1OC	.	.	?	0	.	?	.
O=C(N[C@H]1CCN2C(=O)c3cc(-c4ccc(F)cc4F)ccc3NC(=O)[C@@H]2C1)c1cccs1	-14%	?	11%	6	5%	-3%	?
O=C(Nc1ccc([C@H]2OCC(=O)N(C3CCOCC3)[C@@H]2CO)cc1)c1ccc(C(F)(F)F)cc1	10µM*	-5%	67%[activator]	-3	-2%	3%	-18%
CN(C)C(=O)N1Cc2ccccc2OC2(CCN(C(=O)c3ccc(N)nc3)CC2)C1	.	4%	-9%	-6	-12%	4%	i
CC(C)C(=O)Nc1ccc2nc(SCC(=O)N3CCc4ccccc43)sc2c1	.	.	3%	-5	.	-15%	.
CCC(=O)NCC1Cn2cccc2C(=O)N1Cc1ccccc1 (stereo not drawn)	1%	i	?	4	2%	-3%	-5%
Next section:
SMILES	FLuc inh	HEK cytotox	SNCA expr inhib	IP6K1 inh	GPT2 inh	SNCA viab count	3T3 cytotox
COCC1OC(OC(C)(C)C2CCC3(C)C=C(C4CCC5C4(C)CC(O)C4OC(C(C)(C)O)CCC45C)CCC3O2)C(NC(C)=O)C(O)C1O (stereo not drawn)	.	.	.	-10	i	?	.
CCN1CCN(Cc2c(O)ccc3c(=O)c(Oc4ccccc4Cl)c(C(F)(F)F)oc23)CC1	.	.	-6%	18	.	6%	.
Cc1ccc(S(=O)(=O)c2cn(CC(=O)Nc3ccc4c(c3)OCO4)c3ccccc3c2=O)cc1C	.	.	-15%	-8	.	-11%	.
CCCN(CC1CCOC1)S(=O)(=O)c1cc(C)ccc1C (stereo not drawn)	13%	-26%	-8%	6	-22%	4%	-6%
COc1ccc(-n2c(=O)c(C(=O)Nc3cccc(Cl)c3)nc3cccnc32)cc1	.	?	7%	3	i	-2%	-22%
CN(C)c1ccc(NC(=O)c2cc(-c3ccccc3C(F)(F)F)nc3c2cnn3C)cc1	.	25µM*	.	23	.	.	?
Cc1ccc(-c2cc(C(=O)N3CCN(c4ccccc4)CC3)c3cnn(C)c3n2)cc1	.	?	26%	-4	0%	3%	?
Cc1ccc(C(=O)Nc2cc(-c3ccncc3)nn2C)cc1	.	?	-5%[87.6 µM]	2	1%[88.5 µM]	-6%[87.6 µM]	?
Cc1oc2c(c1C(=O)NC(C)c1ccco1)CN(Cc1ccc(F)cc1)CC2 (stereo not drawn)	?	?	50%[activator]	-4	i	-13%	?
CCOC(=O)c1c(S(=O)(=O)N2CCCC(C(=O)NCc3ccccc3OC)C2)c(C)n(C)c1C (stereo not drawn)	.	.	5%	16	.	14%	.
CC1=C[C@@H](CNC2CC2)[C@H](C(C)C)C[C@H]1Cc1nnc(-c2ccc(C)cc2)o1	-7%[172 µM]	50µM*	?	-9	i	35µM*	40µM*
O=C(NCC(c1cccnc1)N1CCc2ccccc2C1)C(=O)Nc1ccc(F)cc1F (stereo not drawn)	.	.	89%[activator]	8	.	-8%	.
O=C(Nc1cccnc1)c1nc2c(o1)CCN(Cc1cccs1)CC2	?	89µM*	-25%[87.6 µM]	-2	-30%[88.5 µM]	1%[87.6 µM]	?
Cn1cnc2cc(-c3ccc(F)cc3)cc(C(=O)NCCCn3ccnc3)c21	-2%[172 µM]	-41%[172 µM]	-11%[87.6 µM]	0	i	0%[87.6 µM]	?
O=C(Nc1cccc(C(F)(F)F)c1)C1CCCN(S(=O)(=O)c2cccc3nonc23)C1 (stereo not drawn)	.	.	15%	8	.	0%	.
CCCc1oc2ccc(NS(=O)(=O)c3ccc(OCC)cc3)cc2c1C(=O)OCC	.	.	-18%	-9	.	-4%	.
O=C(NCc1ccc(F)cc1)c1nc2sccn2c1-c1ccc(F)cc1	.	?	-6%	1	?	2%	?
O=C1CCN(C(=O)C2CCN(C(=O)COc3ccc(F)cc3)CC2)CCCCCCN1	0%	-5%	-3%	-6	1%	0%	-3%
CCCCN(C)CCCNC(=O)Cn1ncc2c3ccccc3n(Cc3cc(C)ccc3C)c2c1=O	.	.	-1%	-1	.	?	.
CN(Cc1ccccc1)C(=O)[C@@H]1C[C@@H](c2ccc(F)cc2)N([S+](=O)([O-])c2ccccc2)C1	-5%	?	-10%	7	1%	-25%	?
COCC(=O)NC1CCC12CCN(S(=O)(=O)Cc1ccccc1)CC2 (stereo not drawn)	-10%	-24%	18%	-11	3%	4%	-16%
CC(C)NC(=O)c1nc2sccn2c1-c1ccccc1	.	-2%[172 µM]	14%[87.6 µM]	5	4%[88.5 µM]	-7%[87.6 µM]	-21%[138 µM]
Cc1nc(C)c(CC(=O)NC2CC(c3cc(=O)[nH]cn3)C2)s1 (stereo not drawn)	-7%	i	4%	3	?	7%	-4%
CC(C)c1ccc2occ(CC(=O)Nc3ccccc3Cl)c2c1	.	.	8%	-8	.	9%	.
CCn1c2c(c(=O)n1Cc1ccccc1)CCN(C(=O)COc1ccccc1)C2	-2%[172 µM]	5%[172 µM]	-9%[87.6 µM]	-6	-1%[88.5 µM]	-11%[87.6 µM]	50µM*
The results go on:
SMILES	FLuc inh	HEK cytotox	SNCA expr inhib	IP6K1 inh	GPT2 inh	SNCA viab count	3T3 cytotox
CCS(=O)(=O)Nc1ccc(-c2cn3c(C)csc3n2)cc1	.	.	-30%	4	.	7%	.
O=c1c2c(CO)c(-c3ccc(F)cc3)nn2ccn1Cc1cc(F)ccc1F	-1%	?	-5%	5	-5%	-6%	-7%
CCCCCn1c(=O)[nH]c2cc(C(=O)NCCN(C)CCCC)ccc2c1=O	.	.	-15%	-9	.	-2%	.
COCCOCc1ccc(CC2CCN(C(=O)c3ccc(OC)cc3OC)CC2)cc1	.	32µM*	-21%	0	-4%	-1%	?
Cc1ccccc1N1Cc2c(NCC3CCCCCC3)ncnc2N(C)CC1=O	2%	?	20%	-7	-18%	-7%	?
COc1ccccc1NC(=O)C(=O)NCC(c1ccc2c(c1)OCO2)N1CCOCC1 (stereo not drawn)	.	.	11%	6	.	1%	.
O=C(O)COCCN1CCN(C(c2ccccc2)c2ccc(Cl)cc2)CC1 (stereo not drawn)	.	.	-12%	10	3%&-20%	-3%	.
CCc1noc(-c2ccn3c(CNC(=O)Cc4ccc(F)cc4)nnc3c2)n1	2%	-19%	-8%	10	i	6%	1%
CCN(CC)C(=O)C[C@@H]1c2nc(NC(=O)c3ccc(OC)cc3)sc2C[C@@H]2[C@](C)(CO)[C@H](O)CC[C@]21C	6%	-19%	?	2	4%	-2%	-21%
CN(C)S(=O)(=O)N(CC(=O)NCCSCc1cccc(Cl)c1)c1ccccc1	.	.	-4%	6	.	3%	.
Cc1ccc(Cl)cc1N1CCN(C(=O)c2cn(C)c3ccc(S(=O)(=O)N4CCCC4)cc3c2=O)CC1	.	.	0%	9	.	5%	.
Cc1ccc(N2CCN(S(=O)(=O)c3cc(Br)cc4c3N(C(=O)C3CC3)CC4)CC2C)cc1 (stereo not drawn)	.	.	1%	-4	.	8%	.
Cc1ccc(/C=C/c2nc3ccccc3n2S(=O)(=O)c2ccc(Br)cc2)cc1	.	.	?	1	.	-8%	.
Cc1cc(NC(=O)C2=C(O)c3ccccc3S(=O)(=O)N2C)no1	.	.	-8%[25.6 µM]	-8	?	7%[23.9 µM]	.

Copied from the listing for reference:
SMILES	FLuc inh	HEK cytotox	SNCA expr inhib	IP6K1 inh	GPT2 inh	SNCA viab count	3T3 cytotox
CCS(=O)(=O)Nc1ccc(-c2cn3c(C)csc3n2)cc1	.	.	-30%	4	.	7%	.
O=c1c2c(CO)c(-c3ccc(F)cc3)nn2ccn1Cc1cc(F)ccc1F	-1%	?	-5%	5	-5%	-6%	-7%
CCCCCn1c(=O)[nH]c2cc(C(=O)NCCN(C)CCCC)ccc2c1=O	.	.	-15%	-9	.	-2%	.
COCCOCc1ccc(CC2CCN(C(=O)c3ccc(OC)cc3OC)CC2)cc1	.	32µM*	-21%	0	-4%	-1%	?
Cc1ccccc1N1Cc2c(NCC3CCCCCC3)ncnc2N(C)CC1=O	2%	?	20%	-7	-18%	-7%	?

The list is partial; count on the stated rates, not on these rows.
